# MRP-1 activ = activates MRP-1. viability increase, % at 10 µM. 140,000 compounds, 0.61% hits. H69AR cells + doxorubicin, viability rescue, CellTiter-Glo;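 active = viability gain under doxorubicin at or above a set limit, the compound median plus 3 SD, cut at about 4.7% in these data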;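 also: MRP-1 overexpressing cells given doxorubicin 25 µM after compound pretreatment; 18-22 h compound pretreatment then 72 h with doxorubicin before readout; 0% = doxorubicin-only wells and 100% = vehicle-treated cells without doxorubicin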
# Measles CPE = protection of cells from measles virus; Measles virus-infected cells, CPE protection, absorbance; protection (pct of control), % at 4 µM; 140,000 compounds, 1.5% hits; AID 841; in the data active = protection mostly above about 24%, no sharp cut-off; inactive = mostly below about 26%; also: some compounds called inactive have numbers as strong as hits
# bCat KO growth = beta-catenin-lacking colon tumor cell growth suppression; 140,000 compounds, 1.5% hits; HCT116 beta-catenin knockout viability, CellTiter-Glo, 60 h; stronger effect = lower value; viability, % at 10 µM;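 active = viability at or under a set limit, the compound median less 4 SD, cut at about 6% in these data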;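 also: 0% = Hyamine 1622 control at 20 µM and 100% = untreated cell control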
# GALR2 blocker = antagonists of human galanin receptor 2 (GALR2); O43603; GALR2-expressing cells, antagonist mode; inhibition, % at 4 µM; 140,000 compounds, 0.39% hits; AID 828; in the data active = inhibition above about 27%;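 also: cells stimulated with galanin 1-16 at roughly its EC80; 0% = agonist challenge control and 100% = basal control without agonist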
# Target sequence (O43603 whole entry, looked up): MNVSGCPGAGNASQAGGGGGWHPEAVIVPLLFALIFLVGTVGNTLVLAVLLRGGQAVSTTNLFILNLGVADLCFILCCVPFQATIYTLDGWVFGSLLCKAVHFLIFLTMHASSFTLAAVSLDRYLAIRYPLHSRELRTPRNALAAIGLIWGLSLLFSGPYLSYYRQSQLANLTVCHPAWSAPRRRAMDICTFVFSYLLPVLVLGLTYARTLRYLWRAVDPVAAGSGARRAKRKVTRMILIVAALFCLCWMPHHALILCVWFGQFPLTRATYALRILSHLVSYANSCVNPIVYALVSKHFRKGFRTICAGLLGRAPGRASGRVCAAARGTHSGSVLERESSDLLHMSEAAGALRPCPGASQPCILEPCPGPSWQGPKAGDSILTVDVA
# Phagocytosis inh = inhibitors of macrophage phagocytosis | J774A.1 macrophage IgG-bead phagocytosis, imaging | inhibition, % at 5 µM | 110,000 compounds, 0.07% hits;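 active = inhibition above the mean of the plate negative controls plus 5 SD, cut at about 13% in these data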;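 also: phagocytic index as fraction of beads internalized from green versus red external bead signal; plate controls were DMSO negative control for no effect and cytochalasin-D positive control for full effect; some results beyond the cut were filed as inactive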
# NPY-Y2 antag = blocks the human neuropeptide Y Y2 receptor; P49146; NPY-Y2 expressing cells, antagonist mode; inhibition, % at 2.7 µM; 140,000 compounds, 0.99% hits; AID 793; in the data active = inhibition above about 17%;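 also: 0% = vehicle with agonist challenge and 100% = reference antagonist with challenge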
# Target sequence (P49146 whole entry, looked up): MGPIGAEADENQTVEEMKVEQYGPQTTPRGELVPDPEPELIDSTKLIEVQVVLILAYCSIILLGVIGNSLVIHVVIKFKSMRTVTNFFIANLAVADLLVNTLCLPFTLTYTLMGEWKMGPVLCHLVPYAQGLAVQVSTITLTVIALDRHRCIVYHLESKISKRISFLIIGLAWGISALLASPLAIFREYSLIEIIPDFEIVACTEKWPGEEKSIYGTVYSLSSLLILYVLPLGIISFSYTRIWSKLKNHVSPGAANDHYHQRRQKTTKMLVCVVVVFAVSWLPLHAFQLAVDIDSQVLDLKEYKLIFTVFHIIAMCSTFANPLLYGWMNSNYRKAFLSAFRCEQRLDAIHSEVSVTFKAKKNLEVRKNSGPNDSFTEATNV
# BB579 growth dn = yeast BB579 growth reduction in restrictive medium; S. cerevisiae BB579 growth, OD615, 48 h; inhibition, % at 10 µM; 140,000 compounds, 0.51% hits;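 active = inhibition above a set limit, 3 SD over the mean compound inhibition, cut at about 44% in these data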; also: inactives centre near -24
#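 controls = amphotericin B 10 µg/mL, positive | assay system = DeaD yeast strain BB579 | schedule = 48 h compound exposure at 30 °C after 4 h preincubation | detection = OD615 turbidity measurement | medium = restrictive CSMM-D medium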
# HCT116 PTEN-null = suppresses growth of cells with PTEN deletion; HCT116 PTEN-null viability, CellTiter-Glo, 60 h; stronger effect = lower value; viability, % at 10 µM; 140,000 compounds, 1.2% hits;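 active = viability at or below a set limit, 4 SD under the median of all tested compounds, cut at about 3.7% in these data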;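 also: PTEN knockout HCT116 line with beta catenin targeted HCT116 as companion control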
# E-sel TNF inh = blocks E-selectin expression induced by TNF alpha; AID 1246; 120,000 compounds, 0.71% hits; HUVEC TNFa-induced E-selectin immunofluorescence, high content; inhibition, % at 2 µM;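 active = inhibition above the batch mean plus 3 SD, and confirmed as a hit on visual image review, cut at about 43% in these data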;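 also: 0% = TNF-stimulated DMSO wells and 100% = unstimulated control wells; not every result past the cut was called active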
# Yeast lifespan up = extends the lifespan of yeast. S. cerevisiae growth with nicotinamide, OD615; deaD strain in restrictive glucose medium. inhibition of the nicotinamide effect, % at 10 µM. 130,000 compounds, 0.68% hits. AID 775;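 active = inhibition above a set limit, placed 3 SD over the median of all compounds, cut at about 26% in these data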;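 also: 0% = nicotinamide-treated wells and 100% = cells grown without nicotinamide; some compounds called inactive have numbers as strong as hits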
#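 Assay system: DeaD-strain S. cerevisiae. Medium: CSMM-D glucose medium, restrictive. Reagent: nicotinamide, 1.5 mM, co-present with compound. Compound: 10 µM single point, 0.25% DMSO. Schedule: culture preincubation 4 h, compound exposure 48 h, both 30 °C. Detection: absorbance at 615 nm.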
# Starred values were filed as active, the others as inactive; nt = not tested or not shown.
# Preview (seven entries):
Structure,Measles CPE,Yeast lifespan up,HCT116 PTEN-null,E-sel TNF inh,GALR2 blocker,Phagocytosis inh,NPY-Y2 antag,BB579 growth dn,bCat KO growth,MRP-1 activ
NC(=O)c1cnn2c(C(F)(F)F)cc(-c3ccc(F)cc3)nc12,5,-17,95,nt,-27,2,-2,4,81,-2.2
CCc1nc2sc(C#N)c(N)c2c2c1CCCC2,6,nt,105,-16,5,nt,57*,-59,97,-1.8
Cc1cc(NCc2ccco2)n2c(nc3ccccc32)c1C#N,4,-22,95,-18,3,-1,2,-32,93,-3.7
COc1ccccc1Nc1ncnc2ccc(C)cc12,3,-18,90,0,-10,0,3,-33,75,-1.4
Cc1ccc(C(C)C)cc1OCC(=O)N/N=C/c1ccc2c(c1)OCCO2,3,-7,89,-7,-5,nt,5,-23,82,-2.7
COc1ccc(OC)c(-c2cnc(OC(C)(C)C)nc2OC(C)(C)C)c1,3,10,16,nt,-1,-13,12,-27,15,-3.0
Cc1cc(NC(=O)COc2ccc(Cl)cc2Cl)n(CCC#N)n1,2,-23,80,-8,-7,nt,1,-20,81,-1.4

# The whole of this part, from the start:
Structure,Measles CPE,Yeast lifespan up,HCT116 PTEN-null,E-sel TNF inh,GALR2 blocker,Phagocytosis inh,NPY-Y2 antag,BB579 growth dn,bCat KO growth,MRP-1 activ
NC(=O)c1cnn2c(C(F)(F)F)cc(-c3ccc(F)cc3)nc12,5,-17,95,nt,-27,2,-2,4,81,-2.2
CCc1nc2sc(C#N)c(N)c2c2c1CCCC2,6,nt,105,-16,5,nt,57*,-59,97,-1.8
Cc1cc(NCc2ccco2)n2c(nc3ccccc32)c1C#N,4,-22,95,-18,3,-1,2,-32,93,-3.7
COc1ccccc1Nc1ncnc2ccc(C)cc12,3,-18,90,0,-10,0,3,-33,75,-1.4
Cc1ccc(C(C)C)cc1OCC(=O)N/N=C/c1ccc2c(c1)OCCO2,3,-7,89,-7,-5,nt,5,-23,82,-2.7
COc1ccc(OC)c(-c2cnc(OC(C)(C)C)nc2OC(C)(C)C)c1,3,10,16,nt,-1,-13,12,-27,15,-3.0
Cc1cc(NC(=O)COc2ccc(Cl)cc2Cl)n(CCC#N)n1,2,-23,80,-8,-7,nt,1,-20,81,-1.4
O=C(Nc1cccc(NC(=O)c2ccco2)c1)c1ccc2c(c1)OCO2,15,-5,88,-18,-3,-1,5,-24,90,-2.8
CCC(Sc1nncn1C)C(=O)Nc1ccccc1OC (stereo not given),9,-10,102,-35,1,1,-1,-14,112,0.5
O=C(NCc1ccco1)c1ccc(Cn2c(=O)c3sccc3n(Cc3ccc(F)cc3)c2=O)cc1,9,-8,86,nt,8,0,0,-30,85,-1.8
O=C(O)CCC(=O)c1ccc2c(c1)OCCCO2,16,-7,100,15,4,-1,5,-21,100,-2.5
Cn1c(NCC2CCCO2)nc2c1c(=O)n(Cc1ccccc1)c(=O)n2C (stereo not given),16,-6,95,nt,-12,-1,1,-7,90,-1.6
Cc1c(NC(=O)c2cc(-c3cccs3)nc3ccccc23)c(=O)n(-c2ccccc2)n1C,4,2,64,-4,-20,-11,10,-69,75,-3.8
Cc1cccc(Oc2ccc(N)cc2)c1,36,21,98,-5,7,0,3,-30,95,-4.6
O=C(Nc1ccccc1Cl)c1cc(S(=O)(=O)N2CCOCC2)cs1,6,2,93,-2,2,1,1,-41,102,-2.0
CCC1CCCCN1C(=O)Cn1c(C(=O)OC)cc2sc(Cl)cc21 (stereo not given),2,-14,70,15,6,nt,3,-48,73,-0.3
O=C(CSc1nnc(-c2ccc(O)cc2)o1)Nc1ccc2c(c1)OCCO2,12,-13,80,48,-2,0,2,-25,80,-3.0
S=C(NCc1ccc2c(c1)OCO2)Nc1ccc(-c2nc3ccccc3[nH]2)cc1,24,-3,86,7,6,-3,3,-18,96,-1.2
O=C(NC1CC1)c1scc2c1OCCO2,11,1,95,nt,8,1,2,-11,96,-2.3
C=CCN(CC=C)C(=O)c1ccncc1,10,-22,97,-13,-2,0,1,-23,94,-1.1
CCOC(=O)N1CCC(N2C(=O)c3ccc(C(=O)Nc4ccc(F)cc4F)cc3C2=O)CC1,13,-10,88,-21,28*,0,5,-52,82,-1.2
Cc1ccc(-n2c(-c3ccco3)nc3c(cnn3-c3ccccc3C)c2=O)cc1,7,2,96,nt,-3,-1,0,-41,99,-1.9
C=CCOc1c2ccc(C(=O)NCc3ccc(OC)cc3)cc2nn1C,6,-19,103,13,-4,nt,2,-3,96,-1.4
COc1cc(S(=O)(=O)N2CCCC3(CCCCC3)C2)ccc1-n1cnnn1,3,-4,95,-38,-11,2,1,-47,92,-3.2
COc1ccc(-c2csc(NC(=O)CN3C(=O)CCC3=O)n2)cc1OC,15,0,99,-44,-3,-5,4,-19,96,0.5
O=C(Cc1ccc(Br)cc1)N1CCN(c2ccccn2)CC1,3,1,86,10,-11,-3,3,-63,88,-1.9
CCOc1cc(N2CCOCC2)c(OCC)cc1NC(=O)CN1C(=O)NC2(CCc3ccccc32)C1=O (stereo not given),7,-14,99,-4,-17,0,6,-9,102,-1.6
COc1ccc(-c2nc(-c3ccc(NC(=O)c4ccncc4)cc3)no2)cc1OC,6,-8,26,nt,2,0,0,-20,24,-1.4
CN(C)CCOC(=O)C1(c2ccccc2)CCCC1,25,-11,96,29,-17,0,4,-32,99,-0.2
CCOC(=O)c1ccc(S(=O)(=O)N2CCN(CC(=O)NC(=O)NC(C)(C)C)CC2)cc1,19,21,98,4,4,0,1,-26,89,0.2
CCN(CC)C(=O)C1CCCN(Cc2ccc(F)c(F)c2)C1 (stereo not given),4,-1,93,-91,8,1,1,-25,93,-1.6
COC(=O)c1cccc(NC(=O)Nc2ccc(Cl)c(Cl)c2)c1,5,-21,6,-16,6,3,-4,-43,6,-6.6
COc1ccccc1C1CC(c2ccc(F)cc2)Nc2ncnn21 (stereo not given),0,-21,78,32,-7,-1,0,-2,67,-1.1
CCc1cc2c(NCC3CCCO3)ncnc2s1 (stereo not given),15,-14,92,nt,5,-1,5,-39,96,-0.7
O=C(c1ccc(F)cc1)c1cc2ccccc2o1,14,-9,95,12,8,0,6,-37,94,1.2
Cc1cc(C)n(-c2nnc(C)n2/N=C/c2ccccc2F)n1,7,0,110,4,-17,-2,4,-40,102,-0.2
O=C(N/N=C/C=C\c1ccccc1[N+](=O)[O-])c1ccccn1,16,-5,74,nt,-1,-10,2,10,58,1.8
Cc1cccc(-n2ccnc2SCC(=O)Nc2ccc3c(c2)OCCO3)c1,3,-2,98,-2,9,-1,2,-34,93,0.9
Cn1c(=NC(=O)C2CC2)sc2cccc(F)c21,27,-6,90,nt,2,2,10,-14,92,-3.3
O=C(Nc1nccs1)c1sc2cc(Cl)ccc2c1Cl,8,-26,21,21,8,nt,8,-41,21,-6.0
Cc1cc(S(=O)(=O)N(Cc2ccc3c(c2)OCO3)CC2CCCO2)ccc1-n1cnnn1 (stereo not given),6,-2,90,0,3,-2,4,-28,92,-3.8
CC(C)(C)OC(=O)N1CC2Cc3[nH]c(=O)ccc3C(C2)C1 (stereo not given),1,-7,110,-8,-9,6,2,-15,98,-0.3
CC(Nc1nc(N2CCN(S(C)(=O)=O)CC2)nc2ccccc12)c1ccccc1 (stereo not given),4,-19,67,-6,-5,nt,9,-13,76,-4.5
C=CCSc1nc2ccccc2c(=O)[nH]1,12,-19,102,nt,-3,0,3,-9,90,-0.1
O=C(N/C=C\c1ccccc1)NCc1ccc(Cl)cc1Cl,11,-10,97,-51,19,-3,1,-31,96,-0.5
CCOc1ccccc1N1CCN(C(=O)Nc2cccc(Cl)c2)CC1,7,-27,80,-22,-1,4,2,-32,81,0.7
N#CCOC(=O)c1sccc1-n1cccc1,4,-29,95,32,-7,nt,2,-41,99,-1.1
COc1ccc(C2CC(c3cccs3)=NN2C(=O)CSC2=NN3CCCC(=O)N=C3S2)cc1 (stereo not given),9,-1,93,nt,4,0,-1,-20,97,-3.1
CCOc1cc(S(=O)(=O)NCc2ccccn2)ccc1Cl,18,nt,95,8,12,nt,0,-10,105,-3.0
Cc1sc(NC(=O)/C=C/c2ccc(C(C)C)cc2)c(C#N)c1C,6,-5,99,-13,-6,nt,0,-27,97,-0.8

# Next part.
Structure,Measles CPE,Yeast lifespan up,HCT116 PTEN-null,E-sel TNF inh,GALR2 blocker,Phagocytosis inh,NPY-Y2 antag,BB579 growth dn,bCat KO growth,MRP-1 activ
CCNc1nc(NC(C)C)nc(OCCOC(=O)c2ccccc2)n1,4,nt,91,10,3,nt,4,-3,95,0.2
CC12CCC(C(=O)Nc3c(Cl)cccc3Cl)(C(Br)C1=O)C2(C)C (stereo not given),6,3,102,19,-1,2,1,-19,103,0.9
Cc1ccc(C(=O)Nc2nc3ccc(S(C)(=O)=O)cc3s2)o1,1,nt,64,-5,-2,nt,1,-3,61,-6.8
O=C(CCC(=O)c1cccs1)Nc1ccccc1F,16,-14,99,-20,-13,-1,1,-53,105,0.2
CCC(=O)N1CCc2cc(S(=O)(=O)NCCN3CCCCC3CC)ccc21 (stereo not given),5,-27,119,2,-10,1,3,-16,101,-2.1
C=CCOc1cccc(C2/C(=C(/O)c3ccc(C)cc3)C(=O)C(=O)N2CCN2CCOCC2)c1 (stereo not given),4,-1,97,-22,-7,0,3,-10,97,-1.4
CCCCC(=O)Nc1ccc(C(=O)NNC(=O)c2ccc(C)c(Br)c2)cc1,15,6,51,3,-11,2,0,-22,32,-6.0
O=S(=O)(O)c1nc2ccccc2n1Cc1ccccc1,6,-19,92,0,13,1,2,12,83,-1.2
Cc1ccc(-c2ccnc(=S)[nH]2)cc1,2,-22,84,-4,1,-3,7,-14,78,-1.6
